# TRHR PAM = qHTS for Small Molecule Agonists and Allosteric Enhancers of Human TRH Receptor: Primary Screen for Enhancers. enhancement, % at 2 µM. Thyrotropin-releasing hormone receptor (Homo sapiens), P34981. TRHR cells, fluo-8 calcium fluorescence, EC20 TRH enhancement. AID 493056, 2011. hit rate 0.66% among 360,000; in the data active = enhancement above about 30%; also: 0% is about no effect
# Target sequence (P34981 whole entry, looked up): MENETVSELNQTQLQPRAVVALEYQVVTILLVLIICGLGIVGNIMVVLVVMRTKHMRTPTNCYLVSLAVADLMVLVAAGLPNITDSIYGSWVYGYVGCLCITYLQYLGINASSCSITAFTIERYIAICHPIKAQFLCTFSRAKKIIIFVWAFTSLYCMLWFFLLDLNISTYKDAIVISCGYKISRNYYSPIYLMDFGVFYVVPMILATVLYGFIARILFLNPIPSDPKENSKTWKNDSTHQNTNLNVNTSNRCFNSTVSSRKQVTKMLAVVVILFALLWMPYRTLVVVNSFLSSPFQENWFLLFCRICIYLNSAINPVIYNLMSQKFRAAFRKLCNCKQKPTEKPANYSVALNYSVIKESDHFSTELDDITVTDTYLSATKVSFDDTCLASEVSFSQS
#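 Enhancer read-out: after compound pinning and an initial kinetic agonist-mode read, an EC20 of TRH (10 nM final) was injected and fluo-8 calcium signal (Ex 480/Em 530) followed at 1 s/cycle for 100 cycles in TRHR-expressing cells.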
# TRHR ag = qHTS for Small Molecule Agonists and Allosteric Enhancers of Human TRH Receptor: Primary Screen for Agonists; TRHR cells, calcium flux fluo-8, FDSS agonist mode; Thyrotropin-releasing hormone receptor (Homo sapiens), P34981; activation, % at 2 µM; hit rate 0.18% among 360,000; in the data active = activation above about 30%; also: 0% is about no effect
#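 TRHR-expressing cells loaded with fluo-8 calcium dye; 23 nL library compound pin-transferred, kinetic FDSS fluorescence (Ex 480/Em 530) recorded about 180 s for agonist-induced calcium release, before a 10 nM TRH EC20 addition for potentiator mode.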
# RXFP1 agonist = qHTS Assay for Agonists of the Relaxin Receptor RXFP1; Relaxin receptor 1 (Homo sapiens), Q9HBX9; AID 2676, 2010; hit rate 0.3% among 370,000; HEK293T-RXFP1 cAMP TR-FRET, 30 min; response scale: percent of porcine relaxin response, buffer zero; Potency, µM (series often up to 57.5 µM), without a hit: at the highest dose activation, usual class: activators; also: potency is read from the fitted curve at half-maximal effect; % is scaled to controls: 0 for no effect and ±100 for the full control effect; nearly all actives have a fitted effect of over 60% in size; many of its hits are not listed in these tables
#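 cAMP rise read by TR-FRET after 30 min, 37C compound exposure (up to 58 uM) in RXFP1-transfected HEK293 cells with Ro 20174 present. EC50 from Hill-equation fits, with 29 nM porcine relaxin as 100% and buffer as basal.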
# D1 agonist = Allosteric Agonists of the Human D1 Dopamine Receptor: qHTS; activation, % at 2 µM; HEK293 T-REx D1 cells, calcium flux, agonist mode; AID 504660, 2011; hit rate 1% among 360,000; in the data active = activation above about 30%; also: 0% is about no effect
#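 Agonism was scored from calcium flux recorded over 180 s (1 read/s) after pintool compound addition, following a 10-cycle baseline. Cells were inducible force-coupled HEK293 TREx D1, plated overnight at 30 C and loaded with no-wash calcium dye.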
# Anesthetic bind = qHTS Assay for Identification of Novel General Anesthetics; Potency, µM (titrated, usually from 77.5 µM), inactives show top-dose activity change, negative = displacement, actives largely listed as inhibitors; AID 485281, 2010; hit rate 0.074% among 350,000; apoferritin/1-aminoanthracene competitive binding, fluorescence; also: potency is read from the fitted curve at half-maximal effect; % is scaled to controls: 0 for no effect and ±100 for the full control effect; nearly all actives have a fitted effect of over 20% in size
# Target sequence (P02791 2-175 limits assumed): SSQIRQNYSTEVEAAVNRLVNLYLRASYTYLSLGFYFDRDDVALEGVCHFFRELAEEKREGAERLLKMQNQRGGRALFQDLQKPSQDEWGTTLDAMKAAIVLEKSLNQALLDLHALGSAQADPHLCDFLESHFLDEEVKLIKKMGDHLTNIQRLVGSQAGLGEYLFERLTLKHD
#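 Steps: apoferritin (10 uM) was premixed with half-saturated 1-AMA in PBS, compounds were pin-transferred, plates stood 10 min at room temperature, fluorescence was read at 380/535 nm, and curves were fitted with a Hill equation.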
# D1 antag = Antagonist of Human D 1 Dopamine Receptor: qHTS. D(1A) dopamine receptor (Homo sapiens), P21728. HEK293 TREx D1 cells, calcium flux, dopamine EC80; stronger effect = lower value. activity change, negative = inhibition, % at 10 µM. hit rate 3.2% among 360,000; in the data active = activity change below about -30%; also: % is scaled to controls: 0 for no effect and ±100 for the full control effect
#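 Compound effects on dopamine-evoked calcium signalling were measured in tetracycline-induced HEK293 Trex D1 cells. Dopamine at EC80 followed a 180 s compound pre-read, and fluorescence was tracked kinetically for 180 s more.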
# D2 potentiator = HTS Assay for Positive Allosteric Modulators of the Human D2 Dopamine Receptor: Primary Screen for Potentiators; hit rate 0.34% among 340,000; potentiation, % at 10 µM; HEK293 T-REx D2, calcium flux, EC20 dopamine potentiation; D(2) dopamine receptor (Homo sapiens), P14416;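 active = potentiation over 3 SD above the plate norm, cut at about 30% in these data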; also: 0% is about no effect
# Target sequence (P14416 whole entry, looked up): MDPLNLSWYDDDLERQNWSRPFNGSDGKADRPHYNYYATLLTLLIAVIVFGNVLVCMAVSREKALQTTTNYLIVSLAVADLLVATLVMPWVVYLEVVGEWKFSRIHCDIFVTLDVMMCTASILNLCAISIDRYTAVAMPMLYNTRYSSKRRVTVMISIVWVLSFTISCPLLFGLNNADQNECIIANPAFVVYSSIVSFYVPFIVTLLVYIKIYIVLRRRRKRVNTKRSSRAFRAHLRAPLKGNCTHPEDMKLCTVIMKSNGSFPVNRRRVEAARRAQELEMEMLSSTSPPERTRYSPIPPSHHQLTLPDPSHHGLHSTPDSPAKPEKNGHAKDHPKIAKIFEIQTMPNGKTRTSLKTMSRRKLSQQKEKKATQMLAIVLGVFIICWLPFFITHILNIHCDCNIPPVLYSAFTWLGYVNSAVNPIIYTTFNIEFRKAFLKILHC
#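 Using a no-wash calcium dye in inducible, force-coupled HEK293 Trex cells expressing D2, we tracked fluorescence each second for 180 s after compound, then for 180 s after EC20 dopamine to detect augmented signalling.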
# RXFP1 antag = qHTS Assay for Antagonists of the Relaxin Receptor RXFP1; HEK293-RXFP1, relaxin-stimulated cAMP HTRF, 30 min; stronger effect = lower value; Relaxin receptor 1 (Homo sapiens), Q9HBX9; hit rate 0.59% among 350,000; activity change, negative = inhibition, % at 57.5 µM;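 active = activity change of -60% or lower, but not beyond a set lower limit; inconclusive = change between -60% and -40%, or beyond the set limit; inactive = change above -40%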; also: % is scaled to controls: 0 for no effect and ±100 for the full control effect
# D1 potentiator = Potentiators of Human D1 Dopamine Receptor: qHTS. hit rate 0.036% among 360,000. potentiation, % at 10 µM. HEK293 TREx D1 cells, calcium flux, dopamine EC20 potentiation. AID 504651, 2011. D(1A) dopamine receptor (Homo sapiens), P21728; in the data active = potentiation above about 30%; also: 0% is about no effect
# Numbers without * were called inactive; ? = inconclusive; . = not tested or not shown; [ ] = remark or other dose. Unless noted, calls follow the shape of the dose curve; as a rule, active = well fitted curve in the direction sought with a large enough effect; inconclusive = small, poorly fitted or top-dose-only effect, or another doubt; inactive = no such curve, though single readings can be large; an effect the other way counts as inactive or inconclusive. The list is partial; the hit share may differ from the screen's.
SMILES,TRHR PAM,TRHR ag,RXFP1 agonist,D1 agonist,Anesthetic bind,D1 antag,D2 potentiator,RXFP1 antag,D1 potentiator
Oc1oc(-c2cccc3ccccc23)nc1/C=N/c1nccs1,12,34*,0.6%,44*,1%,2,-8,-9,-3
O=C(COC(=O)c1cccc(Cl)c1Cl)NCCN1C(=O)CSC1=O,-2,-0.3,3.8%,-1,-4%,6,9,-2,-1
COc1ccc(-c2cc(-c3cccs3)c(C#N)c(SCC(=O)NCc3ccccc3OC)n2)cc1,8,2.8,5.8%,6,-6%,-36*,6,18,3
CC(=O)c1ccccc1OC(=O)COc1ccc([N+](=O)[O-])cc1,-1,-1.6,-1.1%,5,-16%,-11,-5,-4,-3
Cc1ccc(-n2nc3c(=O)n(CC(=O)NCCc4cccs4)nc(C)c3c2C)cc1,6,-0.8,4.2%,1,-28%,5,11,-3,-8
CC(C)n1nc(C(=O)Nc2nc3ccccc3[nH]2)c2ccccc2c1=O,2,-1.7,-0.2%,1,-16%,-25,-1,-1,-7
CCOc1cccc2sc(N(CCN(C)C)C(=O)c3ccc4c(c3)OCCO4)nc12,0,0.2,3.2%,7,-14%,-16,-24,-15,-4
Cc1cccc(Nc2ncnc3c2cnn3C)c1,6,0.4,12%,1,-20%,5,9,4,3
CN(C(=O)C1CCC(=O)N(C2CC2)C1)C1CCCCC1 (configuration not stated),2,0.2,-3.0%,1,4%,46,3,2,-3
O=C(COC(=O)c1ccc2c(c1)OCCO2)Nc1cccc(S(=O)(=O)N2CCOCC2)c1,-2,-0.6,3.4%,5,-12%,2,0,-1,2

# For reference, some entries already given:
SMILES,TRHR PAM,TRHR ag,RXFP1 agonist,D1 agonist,Anesthetic bind,D1 antag,D2 potentiator,RXFP1 antag,D1 potentiator
Oc1oc(-c2cccc3ccccc23)nc1/C=N/c1nccs1,12,34*,0.6%,44*,1%,2,-8,-9,-3
O=C(COC(=O)c1cccc(Cl)c1Cl)NCCN1C(=O)CSC1=O,-2,-0.3,3.8%,-1,-4%,6,9,-2,-1
COc1ccc(-c2cc(-c3cccs3)c(C#N)c(SCC(=O)NCc3ccccc3OC)n2)cc1,8,2.8,5.8%,6,-6%,-36*,6,18,3
CC(=O)c1ccccc1OC(=O)COc1ccc([N+](=O)[O-])cc1,-1,-1.6,-1.1%,5,-16%,-11,-5,-4,-3
Cc1ccc(-n2nc3c(=O)n(CC(=O)NCCc4cccs4)nc(C)c3c2C)cc1,6,-0.8,4.2%,1,-28%,5,11,-3,-8
CC(C)n1nc(C(=O)Nc2nc3ccccc3[nH]2)c2ccccc2c1=O,2,-1.7,-0.2%,1,-16%,-25,-1,-1,-7
CCOc1cccc2sc(N(CCN(C)C)C(=O)c3ccc4c(c3)OCCO4)nc12,0,0.2,3.2%,7,-14%,-16,-24,-15,-4
Cc1cccc(Nc2ncnc3c2cnn3C)c1,6,0.4,12%,1,-20%,5,9,4,3
CN(C(=O)C1CCC(=O)N(C2CC2)C1)C1CCCCC1 (configuration not stated),2,0.2,-3.0%,1,4%,46,3,2,-3

# The listing continues:
SMILES,TRHR PAM,TRHR ag,RXFP1 agonist,D1 agonist,Anesthetic bind,D1 antag,D2 potentiator,RXFP1 antag,D1 potentiator
CNC(=O)c1c(NC(=O)CS(=O)(=O)c2ccc(Cl)cc2)sc(C)c1C,-5,-0.7,-1.1%,0,.,-1,19,7,2
COc1ccc(O)c(/C=N/N2CCCCC2)c1,2,-1.5,1.1%,2,-17%,3,.,-6,-8
CCOC(=O)/C(=C\C=C1/Sc2ccccc2N1CC)C(C)=O,13,71*,0.8%,290*,-12%,-29,.,-15,-1
COC(=O)c1ccc(S(=O)(=O)NCCc2ccccc2OC)n1C,-6,-1.1,2.5%,6,-6%,16,-5,-13,0
COc1cc(C2c3[nH]c4ccccc4c3C[C@H]3C(=O)N(C4CC4)CC(=O)N23)ccc1OC(C)C (some centres not stated),7,1.3,0.0%,-1,-1%,7,2,1,0
COc1cccc(Cn2c(-c3nonc3NC(C)=O)nc3ccccc32)c1,-6,-1.4,3.2%,-1,?,8,-1,?,-2
C=CCn1c(SCC(=O)NNC(=O)Nc2cccc(Cl)c2)nnc1-c1ccccc1,-4,-1.3,1.5%,4,?,7,-3,3,-3
Cn1c(SCC(=O)c2ccccc2F)nnc1C1CC1,10,-0.9,0.4%,1,-16%,5,7,-6,-1
COc1ccc(N(C(=O)c2ccco2)S(=O)(=O)c2cc(OC)ccc2OC)cc1,-10,-1.1,-0.6%,4,6%,-35*,1,-11,-18
COc1ccc(C2CC(=O)c3c(C)nc(N4CCN(c5ccccc5)CC4)nc3C2)cc1 (configuration not stated),-3,-1.0,-0.6%,0,5%,19,3,-14,13
Cc1ccc2nc(SCC(=O)Nc3ccc4c(c3)OCCO4)nc(=O)n2c1,3,0.4,?,2,.,12,-1,16,-3
Clc1ccc(CN2CCC(c3ccccc3)CC2)cc1,4,-0.8,0.0%,2,4%,-3,-26,11,12
CCN(CC(=O)Nc1ccc2c(c1)OCCO2)C(=O)c1ccc([N+](=O)[O-])s1,-1,0.5,1.6%,2,.,-24,-5,3,-10
CCOc1ccc(N=Nc2c(C)[nH]n(-c3ccccc3)c2=O)cc1,-8,-0.3,-1.8%,-1,-11%,-4,6,5,-9
C/C(NC1CCCCC1)=C(/C#N)C(=O)NCCN1CCOCC1,-2,-0.5,1.0%,0,-6%,12,6,-11,-6
Cc1c(NC(=S)NC(=O)C(c2ccccc2)c2ccccc2)cccc1C(=O)O,-2,-0.2,2.2%,0,-10%,-3,15,14,-1
CC1CCCCC12NC(=O)N(CC(=O)Nc1ccc(N3CCOCC3)cc1)C2=O (configuration not stated),-5,0.9,0.8%,1,-11%,1,-1,-12,-2
COC(=O)c1[nH]c2ccc(Br)cc2c1NC(=O)CN1CCCc2ccccc21,4,1.3,6.9%,3,-12%,-17,-4,-8,-4
COc1cc(OC)cc(C(=O)NNC(=O)C2CSC3(C)CCC(=O)N23)c1 (configuration not stated),-1,0.4,-0.3%,0,.,19,-12,2,1
COc1ccc(F)cc1-c1nc(N)nc(N)n1,3,0.1,0.5%,0,.,.,6,.,2
CCOc1ccccc1C(=O)NCc1ccc2c(c1)CCN2C(C)=O,10,-0.1,4.0%,2,3%,-9,0,-5,-2
CC(C)N(CC(O)COc1ccc(CC(N)=O)cc1)CC(O)COc1ccc(CC(N)=O)cc1 (configuration not stated),-4,0.2,0.0%,3,-6%,4,8,14,-8
CCOC(=O)c1nn(-c2ccccc2)c(=O)cc1SC1CCCCC1,-6,1.0,10%,0,-9%,4,-1,-14,-9
Cc1ccc(OCCn2c(CNc3ccccc3C)nc3ccccc32)cc1,-2,-0.1,1.5%,1,56%[activator],-1,16,?,0
O=C(Nc1ccccc1[N+](=O)[O-])c1cccc(N2C(=O)CCC2=O)c1,8,-2.3,-1.0%,6,-6%,-7,.,-6,1
Cc1cc(C)cc(C(=O)N/N=C/c2ccoc2)c1,8,0.6,0.6%,1,-6%,1,3,-1,-5
CC1CCc2c(sc(N)c2C(=O)OC(C)C)C1 (configuration not stated),-1,-0.6,-0.3%,0,-22%,21,-2,-20,5
O=C(/C=C/c1cccc(Br)c1)c1ccc2c(c1)OCO2,-2,0.6,1.7%,9,1%,-3,8,-7,0
COc1ccccc1Cn1c(=S)[nH]c2cc(C(=O)N3CCC(C(N)=O)CC3)ccc2c1=O,-1,0.5,-2.0%,4,-10%,-23,-6,6,-7
COc1ccc(-n2nc(C(=O)NCC(=O)N3CCCC(C)C3)c3ccccc3c2=O)cc1 (configuration not stated),-4,-2.0,0.8%,1,?,2,5,3,-3
COc1ccc(OC)c(NC(=O)C2CCN(S(C)(=O)=O)CC2)c1,-1,0.3,0.8%,1,-2%,10,0,-24,-2
CC1(C)CC(=O)CC(=NCC(=O)O)C1,3,0.4,0.1%,1,4%,15,-3,-2,4
COc1ccccc1C(=O)NNC(=O)c1sccc1-n1cccc1,1,0.0,0.9%,2,-11%,-5,-1,-5,-2
NC(=O)[C@H]1CC2(CC(c3cccc(NC(=O)[C@H]4CCC(=O)N4)c3)=NO2)CN1C(=O)CC(c1ccccc1)c1ccccc1 (some centres not stated),-1,-0.1,-0.4%,5,-7%,3,-5,.,-6
CCOC(=O)C(Cc1ccccc1)NC(=O)CCc1c(C)nc2ncnn2c1C (configuration not stated),-1,0.1,4.2%,-1,-9%,11,.,-3,7
Cc1ccc(C(=O)N/C(=C\c2ccc(-c3cccc([N+](=O)[O-])c3)o2)C(=O)NCCCN(C)C)cc1,-1,-0.5,1.2%,-5,?,24,-8,-34,0
Cc1ccc(N2C(=O)CSC23C(=O)Nc2ccccc23)cc1F (configuration not stated),1,-0.6,-2.4%,-2,-5%,-26,7,.,-1
Clc1ccccc1Cc1noc(CN2CCCCC2c2ccccn2)n1 (configuration not stated),0,-0.2,2.5%,5,-8%,-2,13,-4,-6
O=C(O)c1c(Cl)c(Cl)c(Cl)c(Cl)c1C(=O)N1CCCCCC1,2,0.6,-0.5%,2,-10%,3,8,8,-4

# Screens deposited in PubChem BioAssay by National Center for Advancing Translational Sciences (NCATS).
